GoLoco inh red: inhibitors of human Gai1-RGS12 GoLoco interaction (red fluorophore). P63096. 230,000 compounds, 0.44% hits. Gai1:RGS12 GoLoco peptide FP, rhodamine, 10 min. Potency, µM (doses to about 61.6 µM), without a hit: top-dose activity, negative = inhibition, usual class: inhibitors; active = well fitted inhibition curve with a large enough effect, not every such curve was filed as active; inactive = no such curve, though single readings can be large or run the other way; note: nearly all actives have a fitted effect of over 30% in size; many of its hits are not listed in these tables
Tau fibril ThT: tau fibrillization inhibition (ThT binding); Potency, µM (titrated, usually from 57.4 µM), for the others: top-dose activity, negative = inhibition, actives largely listed as inhibitors; AID 1460; 270,000 compounds, 2.1% hits; recombinant tau K18 P301L (four-repeat tau fragment), heparin-induced fibrillization, ThT fluorescence; note: nearly all actives have a fitted effect of over 55% in size
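Recombinant human tau K18 fragment […] carrying P301L, 15 uM unlabeled plus 0.24 uM Alexa 594-labeled, was fibrillized with 20 uM heparin in 100 mM sodium acetate pH 7 for 6 hr at 37 C; 30 uM ThT fluorescence read after 1 hr.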
RECQ1 helicase: blocks DNA unwinding by human RECQ1; RECQ1 DNA unwinding, red fluorescence kinetic read; Potency, µM (top dose mostly 57.3 µM), without a hit: top-dose activity, negative = inhibition, hits mostly inhibitors; 240,000 compounds, 0.54% hits; P46063;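 note: plate controls were vehicle for no effect and no enzyme for full effect; nearly all actives have a fitted effect of over 30% in size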
Target sequence (P46063 whole entry, looked up): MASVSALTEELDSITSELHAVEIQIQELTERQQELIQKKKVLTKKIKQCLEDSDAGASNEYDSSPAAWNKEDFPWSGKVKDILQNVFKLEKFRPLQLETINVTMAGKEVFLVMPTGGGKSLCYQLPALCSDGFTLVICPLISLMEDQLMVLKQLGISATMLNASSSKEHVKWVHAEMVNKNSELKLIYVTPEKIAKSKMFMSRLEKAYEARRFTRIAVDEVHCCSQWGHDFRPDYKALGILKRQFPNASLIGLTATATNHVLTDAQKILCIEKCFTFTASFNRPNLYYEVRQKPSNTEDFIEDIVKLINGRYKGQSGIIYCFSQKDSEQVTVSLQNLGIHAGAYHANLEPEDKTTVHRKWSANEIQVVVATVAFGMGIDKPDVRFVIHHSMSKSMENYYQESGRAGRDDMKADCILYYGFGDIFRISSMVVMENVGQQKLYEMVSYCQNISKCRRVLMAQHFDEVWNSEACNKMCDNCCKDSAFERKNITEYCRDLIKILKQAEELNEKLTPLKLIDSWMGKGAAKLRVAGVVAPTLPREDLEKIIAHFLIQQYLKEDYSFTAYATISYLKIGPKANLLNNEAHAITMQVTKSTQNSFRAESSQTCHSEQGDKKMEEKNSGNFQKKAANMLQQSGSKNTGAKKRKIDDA
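50 nM RECQ1T1 preincubated 15 min with compound in Tris pH 8.0 buffer with MgCl2, DTT, Tween-20 and 2.5 ug/ml poly(dI-dC); started with 200 nM TAMRA/BHQ-2 forked duplex and 2 mM ATP. Unwinding read as fluorescence (525/598 nm), two reads 2 h apart.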
TRb SRC2 PPI: disrupts binding of human TR beta to SRC2; P10828; TRbeta-SRC2 peptide binding, fluorescence polarization; receptor liganded with 1 µM T3; Potency, µM (doses to about 106 µM), without a hit: at the top dose activity change, negative = inhibition, usual class: inhibitors; 280,000 compounds, 0.065% hits; AID 1469;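 note: plate controls were bound peptide for no effect and peptide without receptor for full effect; nearly all actives have a fitted effect of over 50% in size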
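Binding of a 20-amino-acid Texas Red SRC2 peptide (20 nM) to TRb ligand-binding domain (0.6 uM) with agonist T3 at 1 uM was followed by fluorescence polarization after a 5 hr room-temperature incubation.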
TR SRC2 fluor cs: alters Texas Red total fluorescence, flagging assay interference | TRb/SRC2 Texas Red total fluorescence interference | Potency, µM (doses to about 106 µM), for the others: top-dose fluorescence change, negative = quenching | 280,000 compounds, 0.29% hits | AID 1479; active = well fitted curve in either direction with a large enough effect; inconclusive = small, poorly fitted or top-dose-only effect
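Flags fluorescent or light-absorbing compounds by total fluorescence, S + 2P, at 555 nm excitation and 632 nm emission. Mixture: 20 nM Texas Red SRC2 peptide, 0.6 uM human TRb LBD, 1 uM T3, 5% DMSO; compound exposure 5 h at ambient temperature.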
L3MBTL1 inh: blocks human L3MBTL1; Q9Y468; AlphaScreen L3MBTL1–H3K9me1 peptide binding; Potency, µM (doses to about 57.1 µM), inactives show top-dose activity, negative = inhibition, most hits filed as inhibitors; 230,000 compounds, 0.66% hits; AID 485360; note: nearly all actives have a fitted effect of over 60% in size
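L3MBTL1 50 nM + b-AHA-H3(1-15)K9me1 75 nM, 30 min RT; compound added, 30 min RT; streptavidin donor/Ni-chelate acceptor beads 10 ug/mL each final, 30 min RT dark; AlphaScreen read.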
Tau FP inhib: blocks human tau fibril formation measured by polarization. P10636. K18 P301L tau heparin fibrillization, Alexa594 FP, 6 h. Potency, µM (titrated, usually from 57.7 µM), inactives show at the top dose activity, negative = inhibition, usual class: inhibitors. 280,000 compounds, 0.39% hits. AID 1468; note: nearly all actives have a fitted effect of over 55% in size
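Human K18 P301L fragment (15 uM unlabeled plus 0.24 uM Alexa 594-labeled) in 100 mM sodium acetate pH 7 with compound, aggregation induced by 20 uM heparin for 6 hr at 37 C. ThT (30 uM) added for 1 hr, then Alexa 594 FP read.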
JMJD2E inh: blocks human JMJD2E demethylase activity; B2RXH2; Potency, µM (titrated, usually from 57.1 µM), without a hit: at the top dose activity change, negative = inhibition, most hits filed as inhibitors; JMJD2E catalytic domain, FDH-coupled NADH fluorescence (FDH is formaldehyde dehydrogenase); 230,000 compounds, 1.6% hits; active = well fitted inhibition curve with a large enough effect, not every such curve was filed as active; inconclusive = small, poorly fitted or top-dose-only effect, or another doubt; inactive = no such curve, though single readings can be large or run the other way;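 note: 0% = wells with enzyme and -100% = buffer wells without enzyme; nearly all actives have a fitted effect of over 50% in size; many of its hits are not listed in these tables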
Target sequence (B2RXH2 1-337 limits assumed): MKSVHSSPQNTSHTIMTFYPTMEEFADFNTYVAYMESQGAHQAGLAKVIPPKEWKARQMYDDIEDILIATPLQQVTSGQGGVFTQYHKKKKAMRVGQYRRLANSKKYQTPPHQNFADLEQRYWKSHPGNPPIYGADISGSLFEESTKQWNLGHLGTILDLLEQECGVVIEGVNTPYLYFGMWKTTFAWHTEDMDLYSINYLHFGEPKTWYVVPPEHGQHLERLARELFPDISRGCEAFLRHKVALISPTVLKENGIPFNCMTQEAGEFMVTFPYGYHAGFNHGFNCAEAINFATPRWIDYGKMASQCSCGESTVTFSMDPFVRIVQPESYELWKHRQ
Active calls of the source: *; i = inactive; ? = inconclusive; · = not tested or not shown; & = joins results of further samples; [ ] = another dose, or the depositor's remark. Unless noted, calls come from the whole dose curve; as a rule, active = well fitted curve in the direction sought with a large enough effect; inconclusive = small, poorly fitted or top-dose-only effect, or another doubt; inactive = no such curve, though single readings can be large; an effect the other way counts as inactive or inconclusive. Unless noted, % is set by controls: 0 for no effect and ±100 for the full control effect; potency is the fitted concentration of half-maximal effect. Not all compounds are listed. The share of hits here may be higher or lower than overall.

entry	mol	GoLoco inh red	Tau fibril ThT	RECQ1 helicase	TRb SRC2 PPI	TR SRC2 fluor cs	L3MBTL1 inh	Tau FP inhib	JMJD2E inh
1	c1cc2cc(c1)C[n+]1ccc(c3ccccc31)NCc1ccc(cc1)CNc1cc[n+](c3ccccc13)C2	-1%	?	i	-3%	-1%	·	?	18µM*
2	c1ccc2c(CNC3CCCCCC3)c[nH]c2c1	6%	-13%	-5%	5%	1%	·	-4%	-7%
3	N#CC[N+]1(CCCNP2(=O)C=C(c3ccccc3)OC(c3ccccc3)=C2)CCOCC1	3%	1%	-5%	-2%	-5%	·	-8%	-16%
4	O=C(O)c1cc[c]([Hg][Cl])cc1	1.3µM*	?	-9%	2%	-5%	8%	-12%	?
5	O=Cc1cn(Cc2ccc(F)cc2Cl)c2ccccc12	-8%	-10%	-4%	4%	-2%	15%	-2%	-3%
6	CC(=O)Nc1ccccc1C(=O)OCC(=O)c1ccc2c(c1)OCCO2	·	10%	4%	-8%	0%	3%	2%	0%
7	CC/C(=N\NC(=S)Nc1ccccc1)c1c(O)[nH]c(=O)[nH]c1=O	-4%	?	4%	2%	1%	·	?	?
8	O=[N+]([O-])/C=C1/NCCN1Cc1ccc(Cl)nc1	2%	2%	i	1%	1%	10%	-4%	7%
9	CCN1C[C@]2(COC(=O)c3ccccc3N3C(=O)C[C@H](C)C3=O)CC[C@H](OC)[C@@]34[C@@H]5C[C@H]6[C@H](OC)[C@H]5[C@](O)(C[C@@H]6OC)[C@@](O)([C@@H](OC)[C@@H]23)[C@@H]14	-3%	-6%	-3%	-3%	-1%	·	-4%	-28%
10	COC(=O)c1ccc2[se]c(CC3CCCCC3)c(I)c2c1	-10%	-9%	-1%	2%	2%	·	-3%	·
11	Cc1cc(N2C(=O)C3CCCN3C2c2ccc(Cl)c(Cl)c2)no1 (configuration not stated)	·	-13%	i	9%	4%	7%	2%	?
12	COc1ccccc1CCNC1CCC(C(C)(C)C)CC1 (configuration not stated)	·	-7%	-10%	-1%	-10%	44%[activator]	-8%	-7%
13	CCCCC(=O)N/N=C/c1c(O)n(CC)c(=S)n(CC)c1=O	156%[activator]	-7%	-11%	-20%[53 µM]	0.32µM*[quencher]	44%[activator]	3%	-11%
14	NCCCP(=O)(O)O	9%	1%	-1%	-2%	-4%	·	-1%	5%
15	COc1ccc(NC(=O)CCc2nc(C3=CCN(Cc4cccc(Cl)c4)CC3)no2)c(OC)c1	·	?	·	4%	-2%	·	11%	·
16	Nc1c2c(nc3sc4c(c13)CCCC4)CCCC2	5%	?	i	-6%	0%	-7%	8%	-17%
17	c1ccc(C2NCc3ccccc3-n3cccc32)cc1 (configuration not stated)	7%	1%	-6%	-6%	0%	-1%	6%	-3%
18	CC(=NCc1ccco1)c1c(O)n(-c2ccccc2C)c(=O)[nH]c1=O	2%	6%	-12%	7%	-2%	4%	4%	-11%
19	O=C(c1ccc2c3c(cccc13)CC2)C1CCCN(CC2CC2)C1 (configuration not stated)	19%	0%	i	6%[53 µM]	0%[53 µM]	-1%	1%	6%
20	CCCC(=O)c1ccc(CP(=O)(OCC)OCC)o1	14%	0%	-2%	-3%	1%	-2%	-1%	-3%
21	CCCCSP1(=S)NCCCN1	4%	4%	-5%	4%	-4%	0%	6%	3%
22	O=C(COc1ccc(Cl)cc1)NC1CN2CCC1CC2 (configuration not stated)	16%	5%	-23%	-9%	3%	-4%	1%	2%
23	CCOP(=S)(OCC)SCOC(=O)NCC(=O)OC	4%	-9%	-6%	-4%	-5%	-4%	2%	1%
24	Nc1c(C(=O)OCc2ccccc2)c2nc3ccccc3nc2n1Cc1cccs1	-2%	-3%	i	-9%	-3%	·	?	?
25	Cc1ccc(-n2c(O)c(/C=C3/C(c4ccccc4)=Nc4ccccc43)c(=O)[nH]c2=O)cc1	·	13µM*	-9%	0%	-9%	-9%	?	4%

Compound profiles, from the list above. Order of values: GoLoco inh red | Tau fibril ThT | RECQ1 helicase | TRb SRC2 PPI | TR SRC2 fluor cs | L3MBTL1 inh | Tau FP inhib | JMJD2E inh
Results for O=C(O)c1cc[c]([Hg][Cl])cc1 = 1.3µM* | ? | -9% | 2% | -5% | 8% | -12% | ?
Results for COC(=O)c1ccc2[se]c(CC3CCCCC3)c(I)c2c1 = -10% | -9% | -1% | 2% | 2% | · | -3% | ·
Results for CC(=NCc1ccco1)c1c(O)n(-c2ccccc2C)c(=O)[nH]c1=O = 2% | 6% | -12% | 7% | -2% | 4% | 4% | -11%
Results for N#CC[N+]1(CCCNP2(=O)C=C(c3ccccc3)OC(c3ccccc3)=C2)CCOCC1 = 3% | 1% | -5% | -2% | -5% | · | -8% | -16%

Next part:
entry	mol	GoLoco inh red	Tau fibril ThT	RECQ1 helicase	TRb SRC2 PPI	TR SRC2 fluor cs	L3MBTL1 inh	Tau FP inhib	JMJD2E inh
26	CCCN(CCC)[C@@H]1CCc2c(OC)cccc2[C@@H]1C	10%&-3%	-8%&-7%	i	-2%&8%	-3%&-1%	·	-2%&0%	10%
27	CCCCCSc1cc(O)c(C(CNC)C(C)C)cc1OC (configuration not stated)	3%	-6%	-9%	-7%	0%	-8%	11%	2%
28	O=C1NC(=O)C(=Cc2ccsc2)C(=O)N1	9%	?	i	4%	2%	6%	?	-16%
29	COc1ccc(NC2=NCC(C)S2)cc1 (configuration not stated)	11%	-7%	-10%	0%	-4%	3%	-4%	7%
30	Cn1c2ccccc2c2c(C(=O)N3CCC4(CC3)OCCO4)cn(C3CCCC3)c(=O)c21	3%	-7%	i	7%	-1%	·	0%	?
31	COc1ccc(C(=O)Nc2sc3c(c2C(=O)O)CC(C)(C)OC3)cc1	-4%	?	0%	7%	-12%	9%	8%	-26%
32	CC[C@]1(c2cccc(O)c2)CCCCN(C)C1	6%[21.6 µM]	·	i	-1%[53 µM]	-1%[53 µM]	·	·	7%[25.5 µM]
33	C/C(=C/C=C/[C@@H](C)C(=O)O)[C@H]1CN[C@H](C(=O)O)[C@H]1CC(=O)O	-4%	-9%	-1%&-7%	-3%&-4%	-2%&-7%	?	0%	-25%
34	CNP1(NC)=NC(C(F)(F)F)=NC(C(F)(F)F)=N1	2%	-6%	i	-4%	2%	0%	1%	-3%
35	O=C(N/N=C/c1cccnc1)c1ccc(NC(=O)C(c2ccccc2)c2ccccc2)cc1	14%	?	1%	5%	2%	2%	?	11%
36	COc1ccc(/C=N/NC(=O)c2cccc([N+](=O)[O-])c2)cc1OC	8%	?	i	0%	-6%	8%	5%	9%
37	CN(C)CC1CSCCC1(O)c1cccc(Cl)c1 (configuration not stated)	-12%	-7%	1%	3%	0%	-2%	-3%	1%
38	Nc1ccc(C2(c3ccc(N)cc3)c3ccccc3-c3ccccc32)cc1	11%	?	3%	-7%	-8%	-6%	?	?
39	C=CCC1C(=O)NC(=S)NC1=O	-5%	-7%	-2%	3%	1%	·	-11%	-12%
40	O=[N+]([O-])c1cc(-c2ccc([As](=O)(O)O)cc2)ccc1[As](=O)(O)O	5%[14.2 µM]	-4%	-4%	-6%	-2%	22µM*	5%	-16%
41	CS(=N)(=O)CC[C@@H](N)C(=O)O (some centres not stated)	4%[21.6 µM]	·	i	-3%[53 µM]	4%[53 µM]	·	·	2%[25.5 µM]
42	Clc1cccc(SC2CCNCC2)n1	15%&-4%	2%&-9%	7%&-12%	4%&-4%	-1%&-2%	·	1%&-9%	-2%
43	Oc1c(Br)cc(Br)cc1Oc1ccc(Br)cc1Br	4%	32µM*	-23%	-4%	-9%	-11%	?	11%
44	CCCCOc1ccc(C(=O)NCCc2csc(-c3ccc(OC)cc3)n2)cc1	·	?	·	2%	-3%	·	0%	·
45	O=C(O)CCCCC1SCC2NC(=O)NC21 (configuration not stated)	23%&7%&3%	0%&4%&-2%	-9%&-3%&-3%	0%&-10%&-1%	1%&-1%&-3%	?	4%&-3%&-2%	-2%&-3%&2%
46	CC1COC2N=C(N[N+](=O)[O-])NC2O1 (configuration not stated)	-22%	-7%	-2%	-3%	-1%	·	-4%	0%
47	O=c1cccc2n1CC1CNC[C@H]2C1	1%	0%&-5%	4%	4%	-2%	-10%	?	387%[activator]
48	CCC(C)C1NC(=O)C(C(C)=O)=C1O (configuration not stated)	-1%	-8%	i	-7%	0%	·	-2%	?
49	CCOC(=O)C(O)(c1ccc(N(CC)S(=O)(=O)c2ccccc2)cc1)C(F)(F)F (configuration not stated)	-11%	-16%	i	0%	1%	1%	9%	-4%
50	CC(C)C[C@H](NC(=O)[C@H](Cc1ccccc1)NC(=O)CNC(=O)[C@@H](NC(=O)[C@@H](N)Cc1ccc(O)cc1)[C@H](C)O)C(=O)N[C@H](C(=O)O)[C@H](C)O	8%	3%	20%	2%	-1%	·	-2%	·

Down the list, from the results shown.
Compounds 42–50 in RECQ1 helicase: 7%&-12%, -23%, ·, -9%&-3%&-3%, -2%, 4%, i, i, 20%

Screening data: PubChem BioAssay, National Center for Advancing Translational Sciences (NCATS)
